# LAP4-GFP MLPCN: modulators of LAP4-GFP expression in yeast, primary screen, S. cerevisiae, multiplex flow cytometry, MLPCN library; 3 h; median GFP as percent of DMSO wells; GFP response vs DMSO, % at 10 µM; actives 0.34% (n = 320,000); AID 2023, 2009;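 active = GFP response vs DMSO above a set limit, about the screen mean plus 3 SD, cut at about 150% in these data; inconclusive = under 70 cell events counted for the yeast strain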
# CIT2-GFP yeast: modulators of CIT2-GFP expression in yeast, primary screen, S. cerevisiae, GFP fusion, multiplex flow cytometry, MLPCN library | actives 0.065% (n = 320,000) | S. cerevisiae CIT2-GFP strain, 3 h; 100 means same as DMSO wells | GFP response vs DMSO, % at 10 µM | AID 2029, 2009;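 active = GFP response relative to DMSO above a set limit, near the screen mean plus 3 SD, cut at about 150% in these data; inconclusive = Fewer than 70 cells measured for a yeast strain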;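 note: ratio of well median GFP fluorescence to mean of DMSO wells on the plate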
# MEP2-GFP yeast: modulators of MEP2-GFP levels in yeast, primary screen, S. cerevisiae, multiplex flow cytometry, MLPCN library | S. cerevisiae MEP2-GFP strain, 3 h; 100% = DMSO control level | GFP response vs DMSO, % at 10 µM | actives 0.51% (n = 330,000);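 active = GFP response versus DMSO above a set limit, roughly screen mean plus 3 SD, cut at about 180% in these data; inconclusive = fewer than 70 cells counted for a yeast strain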;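 note: median GFP fluorescence of the barcode-gated MEP2-GFP cells per well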
# GRK2 inh: compounds blocking aptamer binding on GRK2 – biochemical, human GRK2, bead flow cytometry, HTS, primary screen | actives 0.59% (n = 330,000) | inhibition of aptamer binding, % at 10 µM | AID 488847, 2010 | Beta-adrenergic receptor kinase 1 (Homo sapiens), P25098 | FAM-aptamer displacement from GRK2;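 active = inhibition of aptamer binding above 40%, roughly 3 SD of noise, on plates passing a quality check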;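 note: median bead fluorescence of bound FAM aptamer so fluorescent compounds give negative values; no value below 0 was filed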
# Target sequence (P25098 whole entry, looked up): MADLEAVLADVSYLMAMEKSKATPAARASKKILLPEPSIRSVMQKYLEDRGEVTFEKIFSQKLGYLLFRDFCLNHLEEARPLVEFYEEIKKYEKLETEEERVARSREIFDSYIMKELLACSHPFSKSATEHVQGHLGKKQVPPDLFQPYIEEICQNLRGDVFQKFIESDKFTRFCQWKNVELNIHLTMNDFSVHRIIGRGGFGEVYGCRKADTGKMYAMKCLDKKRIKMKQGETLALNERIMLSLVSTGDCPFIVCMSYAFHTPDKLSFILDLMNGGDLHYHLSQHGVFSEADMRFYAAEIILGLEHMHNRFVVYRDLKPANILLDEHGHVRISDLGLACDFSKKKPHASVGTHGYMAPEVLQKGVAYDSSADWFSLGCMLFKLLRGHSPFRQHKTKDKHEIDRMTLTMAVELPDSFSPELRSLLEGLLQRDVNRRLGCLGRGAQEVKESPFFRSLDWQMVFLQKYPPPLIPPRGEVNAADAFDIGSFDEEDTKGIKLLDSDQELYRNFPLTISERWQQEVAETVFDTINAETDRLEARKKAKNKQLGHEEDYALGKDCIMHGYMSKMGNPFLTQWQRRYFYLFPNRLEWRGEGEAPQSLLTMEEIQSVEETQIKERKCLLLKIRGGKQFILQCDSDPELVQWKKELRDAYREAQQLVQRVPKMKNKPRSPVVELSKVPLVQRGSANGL
# AGP1-GFP MLPCN: modulators of AGP1-GFP expression in yeast TOR pathway, primary screen, cell-based, multiplex flow cytometry, S. cerevisiae, MLPCN library; 3 h; GFP as percent of DMSO wells; GFP response vs DMSO, % at 10 µM; actives 0.02% (n = 320,000); AID 2066, 2009;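 active = GFP response relative to DMSO above a set limit, near screen average plus 3 SD, cut at about 150% in these data; inconclusive = fewer than 70 cells counted for the yeast strain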;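 note: median GFP channel fluorescence of the gated AGP1 strain per well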
# RPL19A-GFP yeast: RPL19A-GFP expression modulators in yeast, primary screen, cell-based, S. cerevisiae, multiplex flow cytometry, MLPCN; percent response vs DMSO, % at 10 µM; actives 0.3% (n = 330,000); S. cerevisiae RPL19A-GFP strain, 3 h; hits give low values; AID 2025, 2009;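 active = percent response vs DMSO below 50%; inconclusive = fewer than 70 events counted for the yeast strain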;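 note: median channel GFP fluorescence of the barcoded RPL19A-GFP strain; ratio of sample median GFP to plate DMSO average so 100% = DMSO; lower means less RPL19A-GFP as with rapamycin TOR inhibition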
# GASC-1 inh: inhibitors of GASC-1 histone demethylase, primary screen, biochemical, fluorescence, DELFIA europium; GST-JMJD2C(1-420) H3K9me3 demethylation; actives 0.069% (n = 330,000); Lysine-specific demethylase 4C (Homo sapiens), Q9H3R0; inhibition, % at 2.35 µM;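 active = more than half of a compound's replicate wells show inhibition beyond 50%, single wells judged on their own value; inconclusive = some, but no more than half, of replicates pass 50% inhibition; inactive = no replicate passes 50% inhibition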;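 note: signal counts dimethyl H3K9 product captured on neutravidin plate; 0% = median of DMSO wells and 100% = 0.3 times that DMSO median; strong numbers were not always called active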
# VLA-4 inh: inhibition in human VLA-4 binding assay, primary screen, VLA-4 allosteric modulator project, MLPCN library, flow cytometry, VLA-4 expressing cells. Integrin alpha-4 (Homo sapiens), P13612. ligand binding flow cytometry. inhibition, % (about 7 µM as worked out from the volumes in the protocol). actives 0.2% (n = 330,000). AID 2557, 2010; in the data active = inhibition above about 50%
# Numbers without * were called inactive; ? = inconclusive; · = no result given; [ ] = remark or other dose.
LAP4-GFP MLPCN	GRK2 inh	AGP1-GFP MLPCN	GASC-1 inh	MEP2-GFP yeast	RPL19A-GFP yeast	CIT2-GFP yeast	VLA-4 inh	Structure
109	0	108	3	113	101	112	7	Cc1ccc(S(=O)(=O)NNC(=O)CCCCC(=O)NNS(=O)(=O)c2ccc(C)cc2)cc1
98	0	93	-7	102	100	92	-4	C[C@]12CC[C@H](O)CC1=CCC1C2CC[C@@]2(C)C1CC[C@@H]2NC(=O)[C@@H](N)Cc1ccccc1 (stereo partly drawn)
92	0	97	-5	102	102	107	9	Cn1ccsc1=NC(=O)c1ccccc1F
95	1	102	-6	97	102	90	2	CCC(C(=O)NC1CCCCCC1)n1nc(C)n2c(cc3occc32)c1=O (stereo not drawn)
112	0	101	?	99	100	104	10	Cc1ccccc1NC(=O)CSc1ccc(-c2ccccn2)nn1
91	0	94	-1	103	101	98	10	COc1ccc(NC(=O)c2cccnc2)cc1
110	0	96	-1	107	98	103	-7	Cc1cc(C)c2[nH]c3nc(SCC(=O)O)nnc3c2c1
97	0	98	-1	95	97	103	-17	CC1CCCC(NC(=O)Cn2cc3c(n2)CCCCC3)C1C (stereo not drawn)
103	0	100	2	112	98	97	22	O=C(NCc1ccc(Cl)cc1)c1ccc(OCC2CCCO2)cc1 (stereo not drawn)
97	2	93	-5	87	104	85	-7	COc1ccc(OC)c(NC(=O)COC(=O)Cc2ccc(-c3ccccc3)cc2)c1
109	21	95	-6	112	106	97	8	Cc1cc2ccccn2c1C(=O)Nc1ccccc1
106	2	100	-4	92	94	90	-3	Cc1nc2ccccc2c2c1CC(C)S2 (stereo not drawn)
91	2	95	-4	99	98	96	1	Cc1nn(CC(=O)NCCN2CCOCC2)c(=O)c2cc3sccc3n12
100	2	101	-3	100	100	105	1	O=C(NCC1CCCO1)C1CCN(C(=O)c2ccc(Br)cc2)CC1 (stereo not drawn)
121	0	82	-8	100	99	83	31	N=C(N)c1ccc(OCCCCCOc2ccc(C(=N)N)cc2)cc1
96	2	98	11	95	94	85	0	COc1ccc(CCNC(=O)Cn2c(=O)n(-c3cc(F)ccc3F)c(=O)c3sccc32)cc1OC
103	2	102	0	108	96	102	-2	COC(=O)c1c(-n2cnnn2)sc(C)c1C
108	·	102	9	105	99	94	-2	Cc1ccc(-c2csc(NC(=O)C[n+]3cc(-c4ccc(C)cc4)n4c3CCC4)n2)cc1
106	1	100	4	114	103	107	12	O=C1CSC(c2ccc(F)cc2)N1c1c(F)cccc1F (stereo not drawn)
106	1	96	16	104	100	90	12	Cc1cc(C)n(CCc2nc(-c3ccc(C)o3)cs2)n1
108	0	111	3	109	100	98	16	CCOC(=O)c1cnc2nc(C)[nH]n2c1=O
101	0	105	3	102	109	109	-9	Cc1ccc(-n2ccnc2SCC(=O)O)cc1C
91	0	102	3	104	99	96	1	COc1cccc(CN2CCC(CO)(CC3CCCCO3)CC2)c1 (stereo not drawn)
94	2	103	0	97	101	102	5	C=CCn1c(SCC(=O)N(CCO)CCO)nc2sc3c(c2c1=O)CCC3
94	2	98	12	97	105	101	-3	N#Cc1c2n(c(=S)n(-c3ccc(F)cc3)c1=O)CCCCC2
97	1	99	-6	98	92	93	1	N#CC(Sc1ccccn1)c1ccc(Cl)cc1Cl (stereo not drawn)
93	2	99	21	105	101	112	-2	Cc1ccc(C(=O)CSc2nc(O)cc(=O)[nH]2)cc1C
105	3	103	4	107	104	97	23	CCOC(=O)CC1=NS(=O)(=O)c2ccccc2N1
122	0	96	-5	105	94	102	-4	CCOC(=O)C1CCN(c2ncnc3c2oc2ccc(Cl)cc23)CC1
154*	55*	99	9	97	103	103	-12	Cc1ccc(S(=O)(=O)Nc2cc(Cl)c(O)c3ncccc23)cc1
95	3	93	13	105	102	106	11	COc1ccc(N2CCN(C(=O)c3cc4ccccc4o3)CC2)cc1
106	1	106	6	112	103	110	16	CN(CCO)Cc1csc2ccc(Br)cc12
104	·	101	-1	94	96	104	2	Cc1cccc(NS(=O)(=O)c2cc(C(=O)N3CCCCCC3)ccc2C)c1
95	0	99	-27	95	91	91	14	COc1ccc(NC(=O)C(=O)NCC(=O)Nc2cccc(C(F)(F)F)c2)cc1
102	1	97	7	98	95	93	-9	CN(Cc1ccccc1)C(=O)CSc1cc(=O)n(C)c2ccccc12
112	0	86	-48	123	94	126	0	Nc1nc(SCC(=O)Nc2cc(S(=O)(=O)N3CCOCC3)ccc2Cl)n[nH]1
103	2	107	-7	106	102	109	2	CCOC(=O)N1CCN(C(=O)CNC(=O)Cc2ccc(Cl)cc2)CC1
86	1	123	10	103	105	98	-1	Cn1c(-c2ccccc2)cnc1NCc1cccc([N+](=O)[O-])c1
104	2	93	-1	99	91	95	4	OCC12COC(c3ccccc3)N1C(c1ccccc1)OC2 (stereo not drawn)
93	0	103	0	103	99	·	1	CCCCOCC(O)CN1CCN(C(C)=O)CC1 (stereo not drawn)
87	0	94	-1	95	101	96	6	CCN(CC)c1ccc(/C=N/Nc2nc(C)cc(=O)[nH]2)c(O)c1
103	0	98	4	101	98	101	-3	COc1ccc2nc(NNC(=O)C3COc4ccccc4O3)sc2c1 (stereo not drawn)
103	0	·	10	98	95	104	12	CN1CCN(c2nc(-c3ccccc3)nc(-c3ccccc3)c2C#N)CC1
98	0	103	-20	104	100	100	-8	CCOC(=O)c1cnc(SCC(=O)Nc2nnc(CC)s2)nc1N
93	0	95	-13	89	95	95	1	CCN(CC(=O)NC(=O)NCc1ccccc1)Cc1ccccc1
112	0	95	6	94	98	88	3	COc1ccccc1Cc1nc(-c2ccncc2)no1
100	2	98	10	97	99	98	18	COc1ccc(NC(=O)COC(=O)c2cccc(S(=O)(=O)N3CCCCC3)c2)c(OC)c1
87	0	93	-4	98	97	94	5	CCS(=O)(=O)N1Cc2ccccc2CC1C(=O)NCCc1ccccc1 (stereo not drawn)
94	14	105	-4	106	100	·	-8	COc1cccc(-c2nn(C)c3sc(C(=O)Nc4ccc5c(c4)OCCO5)cc23)c1
103	2	109	-1	105	105	107	11	Cc1[nH]c(=O)[nH]c(=O)c1S(=O)(=O)NCC12CC3CC(CC(C3)C1)C2
95	0	105	-2	103	105	100	-1	CCC(C(=O)NC1CCCC1)N(C(=O)Cn1nnc(-c2ccc(C)o2)n1)c1ccc(OC)cc1 (stereo not drawn)
88	0	96	34	102	99	92	13	Cc1c(C(=O)Nc2ccc3c(c2)OCO3)sc2ncn(CC(=O)N3CC(C)CC(C)C3)c(=O)c12 (stereo not drawn)
102	3	103	4	99	96	102	6	CCOC(=O)c1cnc2ccc(OCC)cc2c1NCCN1CCOCC1
106	0	114	0	105	108	112	0	O=C(c1ccccc1)N1CCN(CC2CC=CCC2)CC1 (stereo not drawn)
87	6	88	6	83	89	91	-8	O=C(CCNS(=O)(=O)c1ccccc1)N1CCOCC1
100	0	109	-4	106	107	105	·	CCOc1ccc(C(=O)Nc2ccc(NC(=S)NC(=O)CC)cc2)cc1Cl
101	1	100	9	104	94	94	12	Cc1nc2cc(S(=O)(=O)N(C)C)ccc2n1-c1ccccc1
98	0	95	-5	102	99	95	21	O=c1ccc(-c2ccccc2)n[nH]1
88	0	97	7	101	106	100	-10	Cc1cc(C)c2nc(-c3ccccn3)cc(C(=O)NCCc3ccc(S(N)(=O)=O)cc3)c2c1
88	0	91	22	95	89	90	3	Cc1nc2ccc(NC(=O)N3CCSCC3)cc2nc1C

# Eleven of the compounds above, with values under each structure:
# Under each structure: LAP4-GFP MLPCN	GRK2 inh	AGP1-GFP MLPCN	GASC-1 inh	MEP2-GFP yeast	RPL19A-GFP yeast	CIT2-GFP yeast	VLA-4 inh
- Cc1[nH]c(=O)[nH]c(=O)c1S(=O)(=O)NCC12CC3CC(CC(C3)C1)C2
→ 103	2	109	-1	105	105	107	11
- CCC(C(=O)NC1CCCC1)N(C(=O)Cn1nnc(-c2ccc(C)o2)n1)c1ccc(OC)cc1 (stereo not drawn)
→ 95	0	105	-2	103	105	100	-1
- Cc1c(C(=O)Nc2ccc3c(c2)OCO3)sc2ncn(CC(=O)N3CC(C)CC(C)C3)c(=O)c12 (stereo not drawn)
→ 88	0	96	34	102	99	92	13
- CCOC(=O)c1cnc2ccc(OCC)cc2c1NCCN1CCOCC1
→ 102	3	103	4	99	96	102	6
- O=C(c1ccccc1)N1CCN(CC2CC=CCC2)CC1 (stereo not drawn)
→ 106	0	114	0	105	108	112	0
- O=C(CCNS(=O)(=O)c1ccccc1)N1CCOCC1
→ 87	6	88	6	83	89	91	-8
- CCOc1ccc(C(=O)Nc2ccc(NC(=S)NC(=O)CC)cc2)cc1Cl
→ 100	0	109	-4	106	107	105	·
- Cc1nc2cc(S(=O)(=O)N(C)C)ccc2n1-c1ccccc1
→ 101	1	100	9	104	94	94	12
- O=c1ccc(-c2ccccc2)n[nH]1
→ 98	0	95	-5	102	99	95	21
- Cc1cc(C)c2nc(-c3ccccn3)cc(C(=O)NCCc3ccc(S(N)(=O)=O)cc3)c2c1
→ 88	0	97	7	101	106	100	-10
- Cc1nc2ccc(NC(=O)N3CCSCC3)cc2nc1C
→ 88	0	91	22	95	89	90	3

# Later entries
LAP4-GFP MLPCN	GRK2 inh	AGP1-GFP MLPCN	GASC-1 inh	MEP2-GFP yeast	RPL19A-GFP yeast	CIT2-GFP yeast	VLA-4 inh	Structure
88	0	91	5	92	95	89	-10	CC1CC(C)CN(S(=O)(=O)c2ccc(C(=O)NNC(=O)c3ccccc3F)cc2)C1 (stereo not drawn)
87	0	99	15	97	103	98	5	COC(=O)Cn1c(C(O)c2ccccc2)nc2ccccc21 (stereo not drawn)
76[may fluoresce violet]	0	67[may fluoresce violet]	-4	89[may fluoresce violet]	55[may fluoresce violet]	?	9	Cc1ccc(NC(=O)CCc2ccc(C)o2)cc1
103	0	100	-3	97	95	91	-8	CN(Cc1ccccc1)C(NC(=O)c1ccccc1)C(Cl)(Cl)Cl (stereo not drawn)
97	2	98	-3	98	97	95	-1	C/C(=N/NC(=O)CC(=O)N/N=C(\C)c1ccc([N+](=O)[O-])cc1)c1ccc([N+](=O)[O-])cc1
103	1	97	2	122	104	98	8	O=C(Nc1ccc([N+](=O)[O-])cc1)C1COc2ccccc2O1 (stereo not drawn)
83	2	102	7	100	106	112	9	COCCNC(=O)C1CCC(=O)N1S(=O)(=O)c1ccc(C)cc1 (stereo not drawn)
103	1	95	6	99	97	90	7	Cn1c(SCc2ccccc2Cl)nc2ccccc21
111	2	101	0	109	99	111	3	O=C(NNC(=O)C1CCCO1)c1ccccc1Cl (stereo not drawn)
105	0	117	-3	101	108	112	23	COc1ccc(S(=O)(=O)CCC(=O)Nc2c(C)n(C)n(-c3ccccc3)c2=O)cc1

# Assay outcomes deposited in PubChem by several laboratories.
